Screening results as filed in PubChem BioAssay.
PGC1a acetyl inh: inhibitors of PGC1a acetylation signal, primary screen, cell-based, U2OS, AlphaScreen, inhibitor mode | AlphaScreen anti-acetyl-lysine; with virally co-expressed GCN5 acetyltransferase | inhibition, % at 15.6 µM | 350,000 tested, 0.17% active;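 active means every replicate shows inhibition of at least 40%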;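 further: 0% = neutral control wells and 100% = positive control wells; some results beyond the cut were filed as inactive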
EWS-Fli inh: EWS/Fli-driven NR0B1 reporter inhibitors, primary screen, A673 cells, NR0B1 luciferase, luminescence, MLPCN library; 350,000 tested, 0.67% active; viability-normalised; inhibition, % at 12.6 µM;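 active means mean inhibition of at least 50% after viability correction, with every replicate also passing that limit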;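 further: firefly luciferase signal divided by Alamar Blue viability fluorescence both relative to DMSO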
LGR2 inh: inhibitors of bursicon-induced LGR2 CRE-luciferase signal, primary screen, cell-based, HEK293, CRE-luciferase reporter, bursicon stimulation; Drosophila bursicon receptor LGR2 (rickets); bursicon-stimulated, 4 h; inhibition, % at 9.99 µM; 380,000 tested, 0.35% active; AID 720647, 2013;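 active means drop in luminescence signal, shown as inhibition above about 50% in the replicate tests, limit read from the data, passing the limit was not always enough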;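 further: agonist challenge used bursicon conditioned medium at about half maximal strength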
PAX8 inh HTS: inhibitors of PAX8-driven TPO luciferase reporter, primary screen, RMG-I cells, single concentration. SteadyGlo, 24 h. inhibition, % at 12.6 µM. 360,000 tested, 1.2% active. AID 652154, 2013;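 active means mean replicate inhibition at least 60% with every replicate also reaching 60%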;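 further: luciferase light reporting Pax8 driven TPO promoter activity; plate controls were median of neutral control wells for no effect and mitoxantrone controls for full effect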
FN deposition inh: inhibitors of fibronectin matrix deposition, primary screen, AH1F cells, Alexa488-fibronectin fluorescence, plate reader; 350,000 tested, 0.086% active; inhibition, % at 12.6 µM; AH1F fibroblasts, overnight;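 active means mean inhibition across replicates of 30% or more, regardless of how many single replicates reach that level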;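 further: positive control wells lacked labelled fibronectin entirely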
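Assay system: AH1F fibroblasts assembling fluorescent fibronectin matrix; Amount: 10000 AH1F cells per well; Buffer or medium: DMEM, 2% serum; Probe or stimulus: Alexa488-fibronectin, 24 nM final in well; Doses: single compound dose, delivered by pin transfer; Incubation: 1 h adhesion, overnight exposure; Measured by: fluorescence 485/525 nm; Read-out: fibronectin deposition inhibition.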
PglD inh: C. jejuni PglD acetyltransferase inhibitors, primary screen, biochemical, DTNB colorimetric, single point; purified PglD enzyme, DTNB colorimetric CoA detection; inhibition, % at 12.5 µM; 360,000 tested, 0.098% active; AID 602405, 2012; in the data active means inhibition above about 16%, passing the limit was not always enough; further: strong numbers were not always called active
S100A4 inh HTS: inhibitors of S100A4-myosin IIA peptide binding, primary screen, biochemical, fluorescence polarization, TAMRA-MyoIIA peptide; Protein S100-A4 (Homo sapiens), P26447; inhibition, % at 10.7 µM; 360,000 tested, 0.14% active;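 active means mean inhibition of at least 70% across replicates, with every replicate also reaching that level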
Target sequence (P26447 whole entry, looked up): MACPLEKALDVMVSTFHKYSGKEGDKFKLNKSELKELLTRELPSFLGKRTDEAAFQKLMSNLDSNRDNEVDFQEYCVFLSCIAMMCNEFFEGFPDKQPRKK
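Material: S100A4 monomer protein | Medium: HEPES pH 7.2 with CaCl2, KCl, NaCl, DTT, Triton | Reagent: Labelled myosin peptide probe, 5 nM | Doses: One dose per compound | Times: 5 min incubation before reading | Benchmarks: Neutral control DMSO, positive control TFP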
ERAP1 inh: human ERAP1 aminopeptidase inhibitors, primary screen, biochemical, single point, plate reader; 340,000 tested, 0.15% active; recombinant ERAP1, Leu-AMC fluorescence, 60 min; Endoplasmic reticulum aminopeptidase 1 (Homo sapiens), Q9NZ08; inhibition, % at 10.7 µM;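 active means mean replicate inhibition of at least 30%, or all replicates individually reaching that 30% level; inactive means mean below 30% and not every replicate reaching it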;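 further: 0% = neutral control wells and 100% = L-leucinethiol positive control wells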
Target sequence (Q9NZ08 whole entry, looked up): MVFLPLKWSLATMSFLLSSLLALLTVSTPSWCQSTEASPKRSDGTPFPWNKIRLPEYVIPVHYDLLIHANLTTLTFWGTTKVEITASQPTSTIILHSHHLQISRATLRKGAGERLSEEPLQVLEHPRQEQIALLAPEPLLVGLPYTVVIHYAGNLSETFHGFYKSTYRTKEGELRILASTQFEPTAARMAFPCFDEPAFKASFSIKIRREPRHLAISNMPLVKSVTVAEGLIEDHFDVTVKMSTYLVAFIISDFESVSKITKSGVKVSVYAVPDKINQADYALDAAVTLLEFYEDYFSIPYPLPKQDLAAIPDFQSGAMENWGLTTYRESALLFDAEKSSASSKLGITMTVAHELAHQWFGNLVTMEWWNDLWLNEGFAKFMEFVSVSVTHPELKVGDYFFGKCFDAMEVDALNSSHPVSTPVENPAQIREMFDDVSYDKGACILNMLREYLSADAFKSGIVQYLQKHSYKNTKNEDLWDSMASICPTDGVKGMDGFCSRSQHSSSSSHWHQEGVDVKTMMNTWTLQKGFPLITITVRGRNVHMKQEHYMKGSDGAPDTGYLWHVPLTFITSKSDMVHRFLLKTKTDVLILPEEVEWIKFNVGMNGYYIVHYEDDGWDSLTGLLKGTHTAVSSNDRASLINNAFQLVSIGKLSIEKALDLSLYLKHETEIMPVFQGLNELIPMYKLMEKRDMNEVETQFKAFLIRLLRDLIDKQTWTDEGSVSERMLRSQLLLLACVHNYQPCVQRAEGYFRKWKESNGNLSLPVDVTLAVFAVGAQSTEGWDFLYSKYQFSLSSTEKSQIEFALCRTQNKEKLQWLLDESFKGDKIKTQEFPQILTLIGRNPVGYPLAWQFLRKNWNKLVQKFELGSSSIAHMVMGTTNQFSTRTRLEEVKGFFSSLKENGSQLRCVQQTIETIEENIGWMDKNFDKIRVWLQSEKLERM
Numbers without * were called inactive; · = no result given.

SMILES	PGC1a acetyl inh	EWS-Fli inh	LGR2 inh	PAX8 inh HTS	FN deposition inh	PglD inh	S100A4 inh HTS	ERAP1 inh
C[C@@H]1CN([C@H](C)CO)C(=O)c2c(c3ccccc3n2C)-c2ccccc2CO[C@@H]1CN(C)Cc1cccc(F)c1	-13	-1	8	5	-4	·	-6	-5
Cc1noc(C)c1NC(=O)Nc1ccc2c(c1)C(=O)N([C@H](C)CO)C[C@H](C)[C@H](CN(C)C(=O)Nc1ccccc1)OCCCC[C@@H](C)O2	1	-7	5	-20	0	0	27	-3
C[C@H]1CN([C@@H](C)CO)C(=O)c2cccc(NC(=O)c3ccncc3)c2O[C@H]1CN(C)Cc1ccc(Oc2ccccc2)cc1	5	0	·	-16	·	-3	-49	1
COC(=O)CSc1nc2cc3c(cc2cc1C)OCO3	-7	6	9	10	-2	0	-6	-4
CCNC(=O)[C@H]1[C@H](CO)[C@H]2Cn3c(ccc(-c4cccnc4)c3=O)[C@H]2N1Cc1ccccc1	5	-4	0	1	·	-5	5	1
CCNC(=O)[C@H]1[C@H](CO)[C@H]2Cn3c(ccc(-c4ccccc4F)c3=O)[C@@H]1N2C(=O)CC	15	-7	2	-11	·	3	9	2
C[C@H]1CCC[C@]2(O[C@H](CCO)C[C@H](O)[C@H]2O)O1	5	2	5	-7	1	-1	-2	2
O=C(Nc1cccc(F)c1)N1CC(=O)N2[C@H](CO)[C@@H](c3ccc(-c4ccccc4)cc3)[C@H]2C1	-4	-7	18	20	·	·	-5	-1
C#CCOCCOCCOCCNc1nc(N2CCN(C(=O)[C@H]([C@@H](C)CC)n3cc(CCCN=C(N)N)nn3)CC2)nc(N2CCN(C(=O)[C@H](CCCCN)n3cc(CCC(=O)O)nn3)CC2)n1	11	-11	17	-20	7	4	2	-4
CS(=O)(=O)Nc1cccc(C(=O)CC2(O)C(=O)Nc3ccccc32)c1 (stereo unspecified)	11	·	·	0	0	-1	·	·
COC(=O)C1(C(=O)OC)C2C(=O)C3C(C21)C3(C(=O)OC(C)(C)C)C(=O)OC(C)(C)C (stereo unspecified)	4	7	14	-18	-15	-5	-1	-4
CO[C@@H]1CN(C)C(=O)c2ccc(NS(=O)(=O)c3ccccc3C)cc2OC[C@@H](C)N(S(=O)(=O)c2ccccc2)C[C@H]1C	-2	7	2	34	18	-4	-2	3
CN(CC(=O)NCC(=O)Nc1ccc(F)cc1)CC(=O)Nc1ccc(Cl)c(C(F)(F)F)c1	-13	7	4	16	·	4	-1	0
COc1ccc(CN(C)C[C@@H]2OCCCC[C@H](C)Oc3ccc(NC(=O)Cc4ccccc4)cc3C(=O)N([C@H](C)CO)C[C@@H]2C)cc1	-5	-3	18	-12	·	1	·	·
COc1ccc(NC(=O)CSc2nnc3ccc(-c4cccnc4)nn23)c(OC)c1	·	-10	7	-7	·	0	3	0
Cc1ccc(S(=O)(=O)NCCC(=O)NC2CCCCCC2)cc1	-11	0	-19	6	5	-5	1	0
Cc1ccc2nc(-c3ccncc3)cc(C(=O)NCc3ccccc3F)c2c1	-3	4	-4	-9	·	3	-14	-1
CC(O)CNc1cnccn1 (stereo unspecified)	-14	·	-11	-13	-6	11	·	·
CC(=O)Oc1cccc(N2C(=O)C3C4C=CC(CC4)C3C2=O)c1 (stereo unspecified)	-2	5	-13	-17	1	-10	-4	0
Cc1cccc(-c2ccc([C@H]3[C@@H](CO)N4CCCCN(S(=O)(=O)c5ccccc5F)C[C@@H]34)cc2)c1	6	-10	16	3	0	-3	·	·
C/C(=N\NC(=O)Nc1ccccc1)c1ccc2ccccc2c1	-2	·	9	7	4	0	·	·
CCc1c(C)nc2c(OC)cccc2c1SCCC(=O)O	·	39	22	-11	·	·	-3	4
CC(CC(=O)Nc1ccc2c(c1)c(=O)n(C)n2Cc1ccc(Cl)cc1)C(F)(F)F (stereo unspecified)	9	-12	1	-8	1	-1	-2	-1
O=C(CCC(=O)N1CCOCC1)c1ccc(F)cc1	6	-15	17	-10	1	·	-5	-3
COc1ccccc1Nc1nc(N)nc(CN2CCN(Cc3ccc4c(c3)OCO4)CC2)n1	-1	0	-6	4	0	-12	2	-2

Five of the compounds above, as a markdown table.
| smiles | PGC1a acetyl inh | EWS-Fli inh | LGR2 inh | PAX8 inh HTS | FN deposition inh | PglD inh | S100A4 inh HTS | ERAP1 inh |
| --- | --- | --- | --- | --- | --- | --- | --- | --- |
| C#CCOCCOCCOCCNc1nc(N2CCN(C(=O)[C@H]([C@@H](C)CC)n3cc(CCCN=C(N)N)nn3)CC2)nc(N2CCN(C(=O)[C@H](CCCCN)n3cc(CCC(=O)O)nn3)CC2)n1 | 11 | -11 | 17 | -20 | 7 | 4 | 2 | -4 |
| CC(O)CNc1cnccn1 (stereo unspecified) | -14 | · | -11 | -13 | -6 | 11 | · | · |
| COc1ccccc1Nc1nc(N)nc(CN2CCN(Cc3ccc4c(c3)OCO4)CC2)n1 | -1 | 0 | -6 | 4 | 0 | -12 | 2 | -2 |
| C[C@H]1CCC[C@]2(O[C@H](CCO)C[C@H](O)[C@H]2O)O1 | 5 | 2 | 5 | -7 | 1 | -1 | -2 | 2 |
| O=C(Nc1cccc(F)c1)N1CC(=O)N2[C@H](CO)[C@@H](c3ccc(-c4ccccc4)cc3)[C@H]2C1 | -4 | -7 | 18 | 20 | · | · | -5 | -1 |

Going on with the list.
SMILES	PGC1a acetyl inh	EWS-Fli inh	LGR2 inh	PAX8 inh HTS	FN deposition inh	PglD inh	S100A4 inh HTS	ERAP1 inh
OC(c1ccccc1)c1nc2ccccc2[nH]1 (stereo unspecified)	0	-4	1	-4	-5	3	5	-5
Cc1cc(F)ccc1S(=O)(=O)N(CC(=O)N1CCOCC1)CC(=O)N1CCOCC1	-6	-1	12	-27	0	6	-1	1
COc1ccc2cc(OC)c(C(=O)N3CCOCC3)cc2c1	·	0	8	-4	-10	·	12	-1
CSCC[C@H](NC(=O)Cc1c(C)c2cc3c4c(oc3cc2oc1=O)CCCC4)C(=O)O	-2	-1	10	8	-16	-4	3	3
NS(=O)(=O)c1ccc(NC(=O)CCCCC(=O)Nc2ccc(S(N)(=O)=O)cc2)cc1	6	8	6	-6	-13	1	5	1
Cc1ccc(S(C)(=O)=O)cc1C(=O)OCC(=O)N(Cc1ccccc1)Cc1ccccc1	-2	-2	-20	5	-7	2	2	-2
CCN(CC)CCNC(=O)c1ccc(NC(=O)/C=C/c2cc(OC)c(OC)c(OC)c2)cc1	-8	1	1	7	6	5	-4	8
CN1C(=O)[C@H]2[C@@H](c3ccc(C(F)(F)F)cc3)N[C@]3(CCCN(CC4CCCCC4)C3=O)[C@H]2C1=O	5	8	2	11	-8	0	1	-1
CCCCN(C)C(=O)c1cc2c(Cl)nc3ccccc3c2s1	-1	6	-23	-1	-12	-1	-1	-2
COc1ccccc1NC(=O)N1C[C@@H]2[C@H](c3ccccc31)[C@H](CO)N2Cc1ccc2c(c1)OCO2	-3	-3	-5	9	-3	-1	0	-3
O=C(C[C@@H]1C=C[C@H](NC(=O)c2ccncc2)[C@H](CO)O1)NCc1ccncn1	2	·	-4	5	·	·	0	1
CCO[C@H]1OC(C(=O)N2CCCCCCC2)=C[C@@H](C)[C@@H]1CCCO	·	-2	-14	-26	-7	-5	0	-6
COc1ccc(OC)c(CCNC(=O)c2ccc(CS(=O)(=O)c3ccc(Br)cc3)o2)c1	-25	-12	-1	0	1	3	-2	-4
COCCn1c(SCc2nc(N)nc(Nc3ccccc3C)n2)nc2ccccc2c1=O	9	9	-6	·	·	·	1	-4
Cc1cc(-n2c(C)cc(C(=O)CSc3nncn3C)c2C)no1	-3	-9	3	-16	-2	2	-2	3
O=C1CC(Sc2nnc(-c3ccccc3)o2)C(=O)N1c1ccccc1 (stereo unspecified)	-5	·	·	72*	9	1	·	·
CC1CC(C)(C)CC2(C1)NC(=O)N(CC(=O)OCC(=O)Nc1cc(S(=O)(=O)N3CCCCC3)ccc1Cl)C2=O (stereo unspecified)	15	8	-15	2	-7	1	-1	-2
CCC1S/C(=N/N=C/c2ccco2)N(Cc2ccc(F)cc2)C1=O (stereo unspecified)	10	9	-5	-3	-12	4	-3	-2
O=C(COc1cc(Cl)c(Cl)cc1Cl)Nc1ccncc1	-5	·	·	-16	2	9	·	·
COCC(=O)Nc1ccc2c(c1)OC[C@H](C)N(C(=O)COC)C[C@H](C)[C@H](OC)CN(C)C2=O	8	-2	-3	-5	1	14	-22	0
CCC(=O)N(C)C[C@H]1Oc2cc(C#Cc3ccncc3)ccc2S(=O)(=O)N([C@H](C)CO)C[C@@H]1C	3	5	-2	·	·	2	-18	0
COc1ccc(NS(=O)(=O)c2cccc(C(=O)O)c2)cc1S(=O)(=O)N1CCOCC1	7	-7	13	-10	4	-3	2	0
O=C(N/N=C/c1cc([N+](=O)[O-])ccc1O)C1CCCCC1	-3	-12	11	12	-1	·	-7	4
CCC(=O)N[C@H]1C=C[C@@H](CC(=O)NCCN2CCCCC2)O[C@@H]1CO	7	2	-13	9	5	-2	-2	0
CCOc1cc(/C=N/NC(=O)CN2CCCCC2)ccc1O	·	-3	-1	3	-1	-6	-2	1
O=C(NCc1ccccc1)C(c1ccco1)N(C(=O)c1csnn1)C1CC1 (stereo unspecified)	1	4	6	7	2	-2	1	-4
CCCCn1nnnc1C(CCc1ccccc1)N1CCN(C/C=C/c2ccccc2)CC1 (stereo unspecified)	3	5	-2	12	-6	0	-4	1
O=C(C[C@H]1CC[C@H]2[C@@H](COC[C@@H](O)CN2C(=O)c2cccnc2)O1)NCC1CC1	6	·	-1	·	5	1	-3	0
Cc1cc(C)nc(NS(=O)(=O)c2ccc(NC(=O)Cn3c(=O)oc4ccccc43)cc2)n1	1	7	7	13	18	0	-6	3

Record cards, as listed above. Screens in order: PGC1a acetyl inh, EWS-Fli inh, LGR2 inh, PAX8 inh HTS, FN deposition inh, PglD inh, S100A4 inh HTS, ERAP1 inh
Record of CO[C@@H]1CN(C)C(=O)c2ccc(NS(=O)(=O)c3ccccc3C)cc2OC[C@@H](C)N(S(=O)(=O)c2ccccc2)C[C@H]1C → -2, 7, 2, 34, 18, -4, -2, 3
Record of COC(=O)C1(C(=O)OC)C2C(=O)C3C(C21)C3(C(=O)OC(C)(C)C)C(=O)OC(C)(C)C (stereo unspecified) → 4, 7, 14, -18, -15, -5, -1, -4
Record of COCC(=O)Nc1ccc2c(c1)OC[C@H](C)N(C(=O)COC)C[C@H](C)[C@H](OC)CN(C)C2=O → 8, -2, -3, -5, 1, 14, -22, 0
Record of O=C(COc1cc(Cl)c(Cl)cc1Cl)Nc1ccncc1 → -5, ·, ·, -16, 2, 9, ·, ·
Record of NS(=O)(=O)c1ccc(NC(=O)CCCCC(=O)Nc2ccc(S(N)(=O)=O)cc2)cc1 → 6, 8, 6, -6, -13, 1, 5, 1

Rows are unselected; about 2.1% have a hit in one of these screens.
